# Assay outcomes: PubChem, Sanford-Burnham Center for Chemical Genomics
# KOR beta-arrestin-1 = KOR antagonists, beta-arrestin recruitment, cell-based, luminescence, uHTS (AID 1778); KOR beta-arrestin recruitment, luminescence, antagonist mode; higher % means a stronger effect; inhibition, % at 10 µM; hits with a dose series show IC50 in µM; 0.091% of 290,000 active; also: strong numbers were not always called active
# HEK293 NOD2/NF-kB = inhibition of NOD2-driven NF-kB reporter – cell-based, luminescence, uHTS, HEK293 (AID 1566); inhibition, % at 4 µM; hits with a dose series show EC50 in µM; HEK293 NOD2/NF-kB luciferase reporter, luminescence; higher % means a stronger effect; 0.63% of 290,000 active; also: many of its hits are not listed in these tables
# NOD1 inhibition = inhibition of NOD1-driven NF-kB reporter – cell-based, luminescence, uHTS, primary screen (AID 1578). NOD1-driven NF-kB luciferase reporter cells, luminescence; higher % means a stronger effect. inhibition, % at 4 µM, or EC50 in µM where a hit was titrated. 1% of 290,000 active; in the data active = inhibition mostly above about 36%, no sharp cut-off; inactive = mostly below about 34%;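 also: HEK-293T reporter cells stimulated with the NOD1 agonist gamma-tri-DAP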
# human PMI inhibitors = human PMI inhibitors, high substrate, primary screen, biochemical, fluorescence intensity, high mannose 6-phosphate (AID 1220); inhibition, % at 20 µM; hits with a dose series show IC50 in µM; recombinant PMI enzyme, coupled fluorescence intensity; higher % means a stronger effect; 0.66% of 190,000 active
# human PMI inhibition = MPI enzyme activity inhibition – biochemical, fluorescence intensity, coupled assay, primary screen (AID 1209). purified PMI enzyme, coupled fluorescence intensity; higher % means a stronger effect. inhibition, % at 20 µM; hits with a dose series show IC50 in µM. 0.42% of 190,000 active;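 also: plate controls were DMSO vehicle for no effect and wells lacking substrate for full effect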
# XIAP displacement = small molecules displacing peptide from XIAP – biochemical, IAP family, fluorescence polarization (AID 1018). displacement, % at 20 µM; hits with a dose series show IC50 in µM. 0.007% of 200,000 active. XIAP BIR domain, fluorescence polarization peptide displacement; higher % means a stronger effect; in the data active = displacement above about 50%; also: a part of the inactive calls stands beside numbers as strong as those of hits
# TNAP activators = human TNAP enzyme activators, primary screen, biochemical, luminescent, no phosphate acceptor, uHTS (AID 1001) | purified TNAP, luminescent activation assay, no phosphate acceptor; higher activation fold means a stronger effect | activation fold at 20 µM; hits with a dose series show EC50 in µM | 0.03% of 200,000 active; in the data active = activation fold from about 3, or a potency from the dose series; inactive = the rest, 99 in 100 with activation fold below about 1.6; also: many of its hits are not listed in these tables
# KOR beta-arrestin-2 = kappa opioid receptor activators – cell-based, luminescence, uHTS, primary screen (AID 1777) | 0.02% of 280,000 active | activation, % at 10 µM, or EC50 in µM where a hit was titrated | KOR beta-arrestin recruitment, luminescence; higher % means a stronger effect; in the data active = activation above about 50%, passing the limit was not always enough; also: a part of the inactive calls stands beside numbers as strong as those of hits
# LYP inhibition = inhibitors of LYP phosphatase, biochemical, fluorescence intensity, uHTS (AID 1779); 0.054% of 290,000 active; recombinant LYP phosphatase, fluorescence intensity; higher % means a stronger effect; one-dose inhibition, % at 11.5 µM; IC50 in µM for titrated hits;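 also: plate controls were vehicle with enzyme for no effect and no enzyme for full effect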
# Active calls of the source: *; . = no result given; [ ] = remark or other dose. Rule as the data show it, unless noted: active = inhibition above about 50%; inactive = the rest.
SMILES,KOR beta-arrestin-1,HEK293 NOD2/NF-kB,NOD1 inhibition,human PMI inhibitors,human PMI inhibition,XIAP displacement,TNAP activators,KOR beta-arrestin-2,LYP inhibition
CN1C(=O)C(=O)/C(=C(/O)c2ccc(Br)cc2)C1c1ccc(Cl)cc1 (configuration not stated),-10%[20 µM],-8%,19%,.,.,.,.,3.2%,-7%
Fc1ccc(-c2nc3ccccn3c2NCc2ccc3c(c2)OCO3)cc1,-34%,1%,-18%,16%,14%,-22%,1.1,2.3%,-2%
CCOC(=O)Nc1ccc2c(COC(=O)c3ccccc3O)cc(=O)oc2c1,-10%,3%,-41%,.,.,.,.,-4.2%,-14%
O=[N+]([O-])c1ccc(N2CCN(c3ccc(F)cc3)CC2)nc1,25%,30%,4%,.,.,.,.,-1.5%,-8%
COc1ccc2nc(NC(=O)c3cccc(S(=O)(=O)N4CCOCC4)c3)sc2c1,-3%,21%,.,6%,6%,-5.5%,1.1,-3.1%,-4%
CC(=O)N1CC(=O)N(c2ccccc2)C1=O,-46%[20 µM],10%,-20%,.,.,.,.,-4.5%,-10%
COc1ccc(C(=O)N(C)C(C)c2ccon2)cc1OC1CCN(C(C)C)CC1 (configuration not stated),8%,-9%,-20%,.,.,.,.,2.8%,-9%
COc1ccc(-n2c(C)cc(/C=C3/SC(=O)N(CC(=O)N4CCOCC4)C3=O)c2C)cc1,8%,4%,-15%,30%,10%,-5.3%,1.1,1.8%,-8%
COC(=O)c1ccc(-c2nc(CN3CCCN(C(=O)c4ccco4)CC3)c(C)o2)cc1,-24%,4%,-26%,.,.,.,.,7.1%,-9%
Cc1nnc(Sc2cc(C(=O)NC3CC3)c3ccccc3n2)s1,1%,1%,-3%,.,.,.,.,-0.1%,-7%
Cc1ccc(COC(=O)c2cc([N+](=O)[O-])ccc2N2CCOCC2)cc1,-134%,-14%,-21%,.,.,.,.,1.8%,0%
C=C(C)C1CCC(C)=C1COC(=O)Nc1ccccc1 (configuration not stated),32%,5%,6%,10%,14%,-2.0%,1.1,-1.8%,-6%
CCOC(=O)c1cn2ccc(C)cc2n1,-28%[20 µM],-16%,-41%,10%,10%,-14%,1,.,-7%
CC(C)Nc1cc(C(F)(F)F)nc(-c2ccccn2)n1,-36%,11%,-4%,-8%,-14%,-2.0%,0.9,-1.8%,-9%
C/C(=N\NC(=O)c1nnn(-c2nonc2N)c1-c1ccc(Cl)c(Cl)c1)c1ccncc1,-35%,25%,15%,.,.,.,.,1.1%,8%
Cn1cc(C(=O)N/N=C/c2ccc(Br)c([N+](=O)[O-])c2)c2ccccc21,-38%,4%,16%,.,.,.,.,6.0%,-3%
O=C(NNC(=S)NC(=O)c1cccnc1)c1ccccc1,12%,20%,43%,12%,19%,-3.3%,1.5,1.8%,-4%
O=C(CCC1CCCC1)NNC(=O)c1cccc(Cl)c1,0%,2%,-18%,.,.,.,.,0.6%,-10%
CCOC(=O)C1(C)/C(=N/Nc2ccccc2)C(=O)C(=O)N1c1ccccc1 (configuration not stated),9%,-1%,-21%,-114%,-71%,-5.8%,0.9,1.2%,-3%
C[N+](C)=C1SCC(C)(/C=N/O)S1 (configuration not stated),27%,11%,-12%,.,.,.,.,2.3%,-7%
Cc1c(CCO)c(=O)n(-c2ccccc2)n1S(=O)(=O)c1ccc(F)cc1,-25%,19%,5%,-17%,-7%,-2.9%,1.1,-8.2%,-8%
CCN1C(=O)CSC1=Nc1ccc(Cl)c(Cl)c1,-29%[20 µM],5%,4%,.,.,.,.,14%,-6%
CCOC(=O)C1CCN(CC(=O)Nc2cc(C)nn2-c2nc3ccccc3s2)CC1,20%,-2%,-20%,7%,11%,-5.3%,1.1,0.9%,0%
COc1ccc(/C=C/C(=O)c2ccncc2)c2ccccc12,30%,-91%,6%,15%,-5%,-14%,1,4.3%,0%
O=C(Nc1ccc(Oc2cccnc2)cc1)C1CCCCN1Cc1ccc(CO)o1 (configuration not stated),-30%,-8%,-37%,.,.,.,.,4.9%,-6%
O=C(CSc1nnc(-c2ccccc2)o1)N1CCCCC1,-24%,-35%,-54%,.,.,.,.,-3.2%,-4%
O=C(COc1ccccc1[N+](=O)[O-])Nc1cccnc1,4%,-13%,-23%,-6%,-4%,-5.3%,1.1,-3.2%,-6%
CC(=O)NCCc1nc2cc(NC(=O)c3ccccc3)ccc2n1C,17%,-45%,-52%,4%,5%,-4.5%,1.1,-5.2%,-4%
CCOC(=O)C1CCN(C(=O)Cn2nc(C)n3nc(-c4ccc(OC)cc4)cc3c2=O)CC1,-13%,2%,-68%,.,.,.,.,1.3%,-8%
Cc1[nH]n(-c2ccccc2)c(=O)c1N=Nc1ccc(Cl)cc1,-52%[20 µM],-25%,50%,.,.,.,.,13%,-6%

# The final 6 compounds of the section above come first, to join the parts:
SMILES,KOR beta-arrestin-1,HEK293 NOD2/NF-kB,NOD1 inhibition,human PMI inhibitors,human PMI inhibition,XIAP displacement,TNAP activators,KOR beta-arrestin-2,LYP inhibition
O=C(Nc1ccc(Oc2cccnc2)cc1)C1CCCCN1Cc1ccc(CO)o1 (configuration not stated),-30%,-8%,-37%,.,.,.,.,4.9%,-6%
O=C(CSc1nnc(-c2ccccc2)o1)N1CCCCC1,-24%,-35%,-54%,.,.,.,.,-3.2%,-4%
O=C(COc1ccccc1[N+](=O)[O-])Nc1cccnc1,4%,-13%,-23%,-6%,-4%,-5.3%,1.1,-3.2%,-6%
CC(=O)NCCc1nc2cc(NC(=O)c3ccccc3)ccc2n1C,17%,-45%,-52%,4%,5%,-4.5%,1.1,-5.2%,-4%
CCOC(=O)C1CCN(C(=O)Cn2nc(C)n3nc(-c4ccc(OC)cc4)cc3c2=O)CC1,-13%,2%,-68%,.,.,.,.,1.3%,-8%
Cc1[nH]n(-c2ccccc2)c(=O)c1N=Nc1ccc(Cl)cc1,-52%[20 µM],-25%,50%,.,.,.,.,13%,-6%
COc1ccc(NC(=O)Cn2c(-c3ccccc3)cc(C(C)=O)c2C)c(OC)c1,9%,4%,-17%,-5%,-4%,2.7%,1.1,-2.3%,-14%
Cc1ccc(Cl)cc1N1CCN(C(=O)CCS(=O)(=O)c2cccc3nonc23)CC1,21%,11%,-1%,1%,-18%,-5.1%,0.8,-0.3%,2%
COC(=O)c1c(NC(=O)C2C3C=CC(CC3)C2C(=O)O)sc(C)c1C (configuration not stated),-19%,13%,-23%,4%,1%,1.4%,1.1,-3.8%,-1%
O=C(CN1CCOCC1)Nc1ccccc1Sc1ccc(Cl)cc1,-8%,9%,-5%,-6%,5%,-7.7%,1.1,2.2%,-7%
Cc1cc(C)cc(N2CCCn3c2nc2c3c(=O)n(CCN3CCOCC3)c(=O)n2C)c1,18%,19%,.,3%,5%,-2.7%,1.2,-1.4%,2%
O=C(Nc1ccc(Cl)c(Cl)c1)N1CCC(N2CCCCC2)CC1,-20%,6%,-4%,-4%,-2%,1.0%,1.1,2.1%,5%
CCOc1ccc(Br)cc1CSC(=N)N,27%,19%,25%,-2%,1%,-2.0%,0.8,2.5%,-4%
CCCCC(OC(=O)c1cc2occc2n1C)C(=O)NCC1CCCO1 (configuration not stated),-14%,6%,-10%,12%,7%,-6.0%,1.1,-2.2%,-1%
O=C(NCC1CCCO1)c1ccc(NS(=O)(=O)c2cccs2)cc1 (configuration not stated),-2%,-14%,-4%,.,.,.,.,-5.5%,-6%
CC(C)COc1ccc(C(=O)CCN2CCCCC2)cc1,-33%,10%,50%,4%,11%,-6.5%,1,8.3%,-2%
CCCCn1c(NCCC)nc2c1c(=O)[nH]c(=O)n2C,20%,14%,-16%,15%,15%,-0.3%,1.1,-8.7%,-4%
COCCNC(=O)C(=O)NCC1OCCN1S(=O)(=O)c1cccs1 (configuration not stated),-2%,-14%,-8%,.,.,.,.,-1.5%,-2%
CC(=O)N1c2ccc(S(=O)(=O)NCC3CCC(C(=O)N4CCCC(C)C4)CC3)cc2CC1C (configuration not stated),-9%,22%,-4%,.,.,.,.,4.4%,14%
CCc1ccccc1OCCOc1ccc(C)cc1OC,6%,12%,-28%,3%,0%,-4.3%,1,0.3%,-5%
CCCn1nnc(NC(=S)NC(=O)c2ccc(-c3ccc(Br)cc3)o2)n1,10%,5%,-1%,.,.,.,.,.,2%
Cc1cc(N/N=C/c2ccc(F)cc2)nc(-n2nc(C)cc2C)n1,11%,17%,-2%,.,.,.,.,-0.9%,1%
Cc1cc(NS(=O)(=O)c2ccc(NC(=O)COc3ccc(Cl)cc3)cc2)no1,37%,9%,-19%,4%,6%,-1.3%,1.1,-1.4%,2%
O=C(CN(C1CCCCC1)S(=O)(=O)c1ccc(Cl)cc1)NCCCO,-16%,-1%,-19%,-3%,-13%,-0.5%,1.1,-0.6%,-4%
COc1ccc(NC(=O)CN2C(=O)NC3(CCCC3)C2=O)cc1,-11%,-21%,-22%,.,.,.,.,-3.3%,-4%
Cc1c(NC2=C(Cl)C(=O)N(c3ccccc3)C2=O)c(=O)n(-c2ccccc2)n1C,8%,-20%,4%,-69%,-38%,-6.4%,1,5.0%,7%
COC(C)(C)[C@]12CC(O)(C(C)C)ON1[C@H]1CCCCC1N2O (some centres not stated),14%,10%,14%,-11%,-1%,-6.7%,1.1,-2.3%,-17%
O=C(NCc1cccnc1)C1CC(c2cccc(Br)c2)=NO1 (configuration not stated),-54%[20 µM],-1%,-24%,.,.,.,.,1.0%,-6%
O=C1CC(c2ccccc2)n2ncnc2N1 (configuration not stated),4%,-8%,-9%,-6%,-3%,-6.3%,1,0.9%,-15%
Cc1ccc(-c2nnc(Nc3ccc4c(c3)OCO4)c3ccccc23)cc1S(=O)(=O)NCCO,7%,14%,-11%,4%,7%,-6.9%,1.2,0.6%,-3%
Cc1ccc(CSc2nnc(SCC(=O)N/N=C/C=C/c3ccccc3[N+](=O)[O-])s2)cc1,-5%,17%,6%,-1%,3%,-23%,1.1,-1.4%,1%
CCOc1ccc2c(C)c(C(=O)O)oc2c1OCC,-37%,2%,-16%,3%,3%,-11%,1,2.0%,-6%
CCOC(=O)c1sc(NC(=O)Nc2ccc(Cl)cc2)cc1C,-33%,-26%,-5%,8%,12%,-13%,1.1,3.7%,8%
CCCn1nc(NC(=O)c2cccs2)c2cc3cccc(C)c3nc21,36%,8%,4%,.,.,.,.,0.8%,-1%
COc1ccc(S(=O)(=O)N2CCN(C(=O)C3CC3)CC2)cc1,-53%,-2%,26%,.,.,.,.,5.9%,-12%
O=C(c1sccc1Cl)N1CCN(Cc2ccc3c(c2)OCO3)CC1,-3%,-16%,-15%,.,.,.,.,2.4%,5%
COC(=O)c1c(NC(=O)CCN2CCOCC2)sc2c1CCCC2,-15%[20 µM],36%,-1%,.,.,.,.,.,-5%
Cc1cc2nc(-c3ccc(SCC(=O)N4CCc5ccccc54)nc3)[nH]c2cc1C,-25%,-212%,-64%,6%,11%,-6.3%,1.1,5.5%,-9%
CCc1ccc(S(=O)(=O)NCc2csc(-c3cccnc3)n2)s1,33%,8%,-17%,-1%,-12%,2.0%,1.1,-6.2%,2%
CC(C)[C@H](Nc1nc(-c2ccccc2)nc2c1oc1ccccc12)C(=O)O,3%,12%,9%,-6%,0%,-3.4%,1.1,-2.0%,8%
O=C(NCCNC(=O)c1ccccc1Br)c1ccccc1Br,-37%[20 µM],10%,-30%,.,.,.,.,1.4%,-14%

# These rows are one share of the data; the hit share may differ from the screen's.
